GST TR-FRET counter – biotin-GST/anti-GST TR-FRET signal inhibitors, dose response, artefact control for Vif-APOBEC3G degradation inhibitor project, biochemical (AID 1117362). TR-FRET counter screen, biotin-GST/anti-GST signal. inhibition, % at the top dose, mostly 100 µM; hits show IC50 in µM. 3,600 tested, 2.8% active;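 active = inhibition above 30% at one or more concentrations, seen consistently on every test date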;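 note: biotinylated GST protein used in place of GST-Vif 1-94 and biotin-A3G peptide; detects fluorescence quenchers or blockers of GST binding to anti-GST antibody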
Numbers without * were called inactive. A portion of the library (hit frequency here may not be typical).

SMILES	GST TR-FRET counter
CCOc1cc(C(C(=O)NCC2CCCO2)N(C(=O)Cn2nnc3ccccc32)c2cccc(OC)c2)ccc1O (centres undefined)	2.6%
CSc1cccc(NC(=O)C(C)C)c1	2.8%
COc1ccccc1CN(C)C(=O)CN1CCN(C(=O)c2cccs2)CC1	3.1%
COC(=O)c1ccccc1NC(=O)CNC(=O)c1ccc(OC)cc1	1.2%
NC(=O)/C(=C/c1ccco1)C(N)=S	7.3%
COC(=O)C1=C(C)N(Cc2ccccc2)C(=O)/C1=C\c1ccco1	-1.5%
COc1ccc2c(c1)c(=O)oc1cc(OCC(=O)N3CCC(C)CC3)ccc12	-4.7%
COc1ccc(S(=O)(=O)NCc2ccccn2)c(Cl)c1Cl	2.5%
O=S(=O)(c1ccccc1)N1CCN(S(=O)(=O)N2CCCCC2)CC1	-1.0%
Cc1cccc(N/N=C/c2ccc(O)c(O)c2O)c1	-2.6%
Cc1ccc(C(C[N+](=O)[O-])Sc2ccc(N)cc2)cc1 (centres undefined)	-0.8%
CC1CCCCC1NC(=S)Nc1cccc(S(=O)(=O)N(C)C)c1 (centres undefined)	-2.1%
CCOC(=O)C1=C(c2ccccc2)N=c2s/c(=C\c3ccco3)c(=O)n2C1c1cccs1 (centres undefined)	0.2%
O=C(O)c1ccccc1NS(=O)(=O)c1ccccc1C(F)(F)F	0.9%
COC(=O)C1=C(Nc2ccc(OC)cc2)C=C(C)C(C(=O)OC)C1c1ccc(C)cc1 (centres undefined)	-2.1%
Cc1cccc(OCc2nc(C)cc(=O)[nH]2)c1	-0.7%
O=C1CC(Nc2ccc(N3CCOCC3)cc2)C(=O)N1Cc1ccccc1 (centres undefined)	4.3%
Cc1cc(Nc2ccc(C)c(C)c2)n2nc(C)nc2n1	2.0%
CC1=C(SCc2ccccc2)C(=O)c2ccccc2C1=O	-0.1%
Cc1ccc(N=Cc2nc(-c3ccc(C)cc3)oc2O)cc1	1.9%
COC(=O)COc1ccc(S(=O)(=O)Nc2cc(OC)ccc2OC)cc1	5.9%
O=C(/C=C/c1ccco1)NC(=S)Nc1ccccc1N1CCOCC1	4.9%
COc1cc2c(cc1OC)C(C(=O)O)C(c1cc(Br)c(O)c(OC)c1)N(C)C2=O (centres undefined)	2.1%
O=C1CC(c2ccco2)CC(O)=C1C=Nc1cc(Cl)ccc1Cl (centres undefined)	-4.3%
CCOC(=O)C1CCN(C(=O)c2ccc3snnc3c2)CC1	1.4%
Cc1cccc(NC(=O)Cn2c(=O)n(Cc3ccco3)c(=N)c3c4c(sc32)COC(C)(C)C4)c1	-1.2%
CCn1ncc(Br)c1C(=O)Nc1sc2c(c1C(N)=O)CCC2	-55.0%
CCOC(=O)CNc1nc(-c2ccncc2)nc2ccccc12	-0.4%
CC1(C)CC(=O)C2=C(C1)N(Cc1cccnc1)C(=O)C2(NC(=O)C1CC1)C(F)(F)F (centres undefined)	-2.2%
Cn1c2ccccc2c2ccc3c(c21)C(=O)C=CC3=O	-1.0%
CCN1C(=O)c2ccccc2S(=O)c2ccc(C(=O)N3CCCC3)cc21 (centres undefined)	3.0%
O=C1CCCCC1Oc1ccc2ccc(=O)oc2c1 (centres undefined)	-2.0%
COc1ccc(-n2nnnc2-c2ccccc2)cc1	0.6%
COc1ccc(Cl)cc1N(CC(=O)Nc1ccc2c(c1)OCCO2)S(C)(=O)=O	5.2%
CC(=O)c1ccc(S(=O)(=O)Nc2cccc(-n3cnnn3)c2)cc1	0.9%
Oc1ccc(N=Cc2ccc(O)c(O)c2)cc1	5.6%
COCCCNC(=O)c1cccn2c(=O)c3cc4ccccc4cc3nc12	4.8%
COc1cccc(NC(=O)N2CCN(c3nnnn3-c3ccccc3)CC2)c1	2.8%
N#C/C(=C/c1ccc(Br)o1)C(N)=S	1.4%
O=C1NC2(CCCCC2)NN1c1ccccc1	1.9%
Oc1cc2c(cc1O)[C@@H](c1ccccc1)CNCC2	3.6%
c1ccc2c(c1)ccc1nnc(SCc3ccc4c(c3)OCO4)n12	-13.5%
Cc1ccc(-n2ncc(C#N)c2/N=C/N2CCCCCC2)cc1	5.4%
Cn1c(CN2CCCC2)nc2cc(NC(=O)Nc3ccccc3)ccc21	-2.9%
O=C(OCC1O[C@@H](OC(=O)c2cc(O)c(O)c(O)c2)[C@@H](OC(=O)c2cc(O)c(O)c(O)c2)[C@@H](OC(=O)c2cc(O)c(O)c(O)c2)[C@@H]1OC(=O)c1cc(O)c(O)c(O)c1)c1cc(O)c(O)c(O)c1 (some centres undefined)	9.8%
CCC(C)NC(=S)NNC(=O)c1ccc(C(C)(C)C)cc1 (centres undefined)	-1.3%
Cn1c(NC(=O)c2cccs2)cc(=O)n(C)c1=O	0.9%
O=C(NCc1ccccc1)/C(=C/c1ccc(OC(F)F)cc1)c1ccccc1	7.2%
Oc1ccccc1/C=N/c1c(-c2ccco2)nc2ccccn12	>100µM*
CCn1c(C(=O)N2CCc3ccccc3C2)cc2sccc21	3.8%
CCN(C(=O)c1coc(=O)c(Br)c1)c1ccc2c(c1)OCO2	25.4%
Cc1ccc(-n2nc(-c3ccc(N)cc3)cc2N)cc1	2.8%
O=C(O)/C=C/c1ccc(S(=O)(=O)N2CCN(CCN3C(=O)C4C5C=CC(C5)C4C3=O)CC2)cc1 (centres undefined)	2.1%
Cc1nc(NCc2ccccc2)c2cc[nH]c2n1	1.1%
CCn1c(SCC(=O)Nc2cc(C)on2)nnc1-c1cccnc1	15.0%
CC(C)CCNC(=O)c1ccc2c(SCC(=O)O)c3c(nc2c1)CCC3	-4.6%
O=C(N/C(=C/c1ccc(Cl)cc1)c1nc2ccccc2[nH]1)c1ccco1	-3.1%
CCS(=O)(=O)N1CCC(C(=O)NCc2ccccn2)CC1	0.0%
Cc1c(N=C2C=C(Br)C(=O)C(Br)=C2)c(=O)n(-c2ccccc2)n1C	-2.0%
CCOc1ccc(C(=O)N2CCCN(C(=O)c3ccc(OCC)cc3)CC2)cc1	-2.5%

Further structures
SMILES	GST TR-FRET counter
CN1CCN(C(=O)c2ccc(N(C)S(=O)(=O)c3cccs3)cc2)CC1	-0.4%
CCC(Sc1nc2c(c(=O)n1CC)SC(C)C2)C(=O)OC (centres undefined)	13.1%
O=S(=O)(c1cccc2ccccc12)n1nnc2ccccc21	2.9%
O=S(=O)(c1ccc(Br)s1)N1CCCCC1	3.5%
CN1CCN(C2=C(Cl)C(=O)C(c3cnc(N4CCCCC4)s3)=C(Cl)C2=O)CC1	25.2%
COc1ccc(OC)c(-c2cc(C(=O)NCc3cccs3)no2)c1	-2.1%
CSCCC(NC(N)=O)C(=O)NCc1ccc(Cl)cc1 (centres undefined)	-1.0%
Cc1ccc(S(=O)(=O)n2cnc3ccccc32)c(C)c1	0.3%
CC(OC(=O)CC1CCCC1)C(=O)Nc1ccc(Cl)cn1 (centres undefined)	0.1%
N#Cc1c(NC(=O)CSc2ncnc3sccc23)oc(-c2ccco2)c1-c1ccco1	4.6%
O=C1N=NC2=C1c1c3ccccc3c(O)n1CC2	-5.6%
COCCCN1C(=O)N(c2ccc(F)cc2)C(=O)C1CC(=O)Nc1ccc(OC)cc1 (centres undefined)	0.2%
CCOC(=O)N1CCN(C(=O)c2ccc3c(SCC(=O)O)c4c(nc3c2)CCC4)CC1	6.3%
CC(C)c1nc2ccccc2n1CCC(=O)O	2.4%
CC1(C)CC(=O)C(C2NCCc3ccccc32)=C(O)C1 (centres undefined)	-0.6%
CCOc1cccc(-c2cc(=O)[nH][nH]2)c1	-0.5%
CCC1C/C(=C/c2ccco2)C(=O)/C(=C/c2ccco2)C1 (centres undefined)	9.4%
COC/C=C/C1=CC2=CC(=O)C(C)(OC(=O)C3CCCC3)C(=O)C2=CO1 (centres undefined)	6.0%
CCOC(=O)c1cnn2c(N)c(C#N)nnc12	6.2%
CCOc1ccc(/C=C2\NC(=S)NC2=O)cc1	-4.6%
COc1ccc(/C=N/NC(=O)CN2CCN(Cc3ccccc3)CC2)cc1Br	1.9%
COCC(=O)NCc1nc2ccccc2[nH]1	5.0%
CCn1c(C)cc(=S)c2ccccc21	>100µM*
O=C1NC(=S)SC1=C1CCCC1	2.8%
Cc1cc(SCC(=O)N/N=C/c2ccc(O)c(O)c2O)c(C)cc1Br	-3.0%
Cc1ccc(S(=O)(=O)C2(C(=O)Nc3cccc(F)c3)CC2)cc1	1.2%
Cc1cc(-c2n[nH]c(=S)n2/N=C/C=C/c2ccco2)n[nH]1	7.6%
O=C1OC(c2ccc(F)cc2)=C/C1=C\c1ccc([N+](=O)[O-])o1	-2.8%
Cc1ccc(C(=O)C2=C(O)C(=O)N(c3ncccn3)C2c2ccc(F)cc2)o1 (centres undefined)	-13.6%
CCCCn1cnc2c1c(=O)n(C)c(=O)n2C	7.0%

In another format: three of the compounds above
Compound | GST TR-FRET counter
CCOc1ccc(/C=C2\NC(=S)NC2=O)cc1 | -4.6%
CCOc1cccc(-c2cc(=O)[nH][nH]2)c1 | -0.5%
CCC1C/C(=C/c2ccco2)C(=O)/C(=C/c2ccco2)C1 (centres undefined) | 9.4%

6 entries already listed, ordered by heavy-atom count, lowest first:
SMILES	GST TR-FRET counter
CCn1c(C)cc(=S)c2ccccc21	>100µM*
COCC(=O)NCc1nc2ccccc2[nH]1	5.0%
CCCCn1cnc2c1c(=O)n(C)c(=O)n2C	7.0%
CCC1C/C(=C/c2ccco2)C(=O)/C(=C/c2ccco2)C1 (centres undefined)	9.4%
COC/C=C/C1=CC2=CC(=O)C(C)(OC(=O)C3CCCC3)C(=O)C2=CO1 (centres undefined)	6.0%
Cc1ccc(C(=O)C2=C(O)C(=O)N(c3ncccn3)C2c2ccc(F)cc2)o1 (centres undefined)	-13.6%

(further entries)
SMILES	GST TR-FRET counter
CC1=C(C(=O)N2CCCCC2)C2(CCC(C)CC2)OC1=O (centres undefined)	4.1%
CN(c1ccc2nc3ccccc3c(=O)n2n1)C1CCCCC1	-1.4%
CCN(CC(=O)Nc1ccc(NC(C)=O)cc1)C(=O)C1CCCC1	1.6%
COc1ccc(NC(=S)N(CCCN2CCCC2)Cc2ccco2)cc1	-0.1%
CCOc1cc(C2NC(=O)NC(C)=C2C(=O)NCc2ccccc2)c(Cl)cc1O (centres undefined)	3.2%
COc1ccc(OC)c(NC(=O)CSc2nnc(C)n2Cc2ccccc2)c1	0.5%
COc1ccc(CCNS(=O)(=O)CCNC(=O)c2ccc3c(c2)OCO3)cc1	1.9%
COCCn1c(N2CCN(c3ccc(OC)cc3)CC2)nc2c1c(=O)[nH]c(=O)n2C	-0.3%
CC(=O)N(C1=C(Cl)C(=O)c2ccccc2C1=O)c1ccc(C(=O)O)cc1	-3.5%
COCCn1c(SCC(=O)Nc2ccccc2F)nc2c([nH]c3ccccc32)c1=O	-2.8%
O=C(Oc1ccccc1)c1cccc2cccnc12	5.8%
Cc1ccc(C(=O)Nc2nc(=O)n(C(=O)c3ccccc3C)s2)cc1	0.1%
Cc1cc(C(=O)Nc2c(C)cccc2C)n(-c2ccccc2)n1	0.7%
Cc1nccn1CC(=O)N/N=C/c1ccc(O)c(O)c1	0.3%
O=C1COc2ccc(C(=O)NCc3ccco3)cc2N1	1.4%
COc1cc2c(cc1OC)C(C)N(C(=O)c1cc3n(n1)C(C(F)(F)F)CC(c1ccco1)N3)CC2 (centres undefined)	3.6%
COC(=O)C1C2CCC(C2)C1C(=O)OCC(=O)c1ccc(C)cc1 (centres undefined)	-0.1%
Cc1ccc(C)c(NC(=S)NCc2ccccc2)c1	-1.5%
COc1ccc(OC)c(Nc2nc(-c3ccc(O)c(O)c3)cs2)c1	-2.6%
Cc1c(C(=O)N2CCN(c3ccccc3F)CC2)sc2nc(-c3ccccc3)cn12	0.6%
Cc1ccccc1NC(=O)CSc1nnc(-c2ccco2)c(-c2ccco2)n1	2.4%
CC(C)Cn1c2c(c(O)c(C(=O)Nc3nccs3)c1=O)CCCC2	-0.4%
O=[n+]1c2c(n([O-])c3cc(Cl)ccc31)CCCC2	3.2%
CC(NC(=O)c1cccs1)C(c1cccs1)N1CCN(Cc2ccccc2)CC1 (centres undefined)	3.4%
O=C(O)CC(Cn1cnnn1)c1ccccc1 (centres undefined)	8.3%
Cn1cc(CN2CCN(CCO)CC2)c(-c2ccc(Oc3ccccc3)cc2)n1	1.0%
CC1Cc2ccccc2N1Cc1cc(=O)n2ccsc2n1 (centres undefined)	>100µM*
O=C1NN(c2ccc(Cl)cc2)C(=O)/C1=C\c1ccc(-c2cccc(C(=O)O)c2)o1	-6.2%
O=C(O)c1ccc(-n2cccc2/C=C2/NC(=O)N(c3ccccc3)C2=O)cc1	1.1%
O=C(O)c1ccc(-n2nc(C(F)(F)F)c3c2-c2ccoc2CC3)cc1	3.9%
CCCC(=O)C1=C(N(C)c2ccccc2)CC(C)(C)CC1=O	1.1%
c1ccc(N2CCN(c3ccc4nncn4n3)CC2)nc1	13.8%
CC1(C)Oc2ccc(C(=O)NC3CCCC3)cc2N(CC(=O)NC2CCCC2)C1=O	-2.2%
O=C(c1cc(COc2ccc(F)cc2F)on1)N1CCN(C2CCCC2)C(=O)C1	-3.4%
CC1(C)CC(Nc2ccc(Nc3ccccc3)cc2)CC(C)(C)N1	64.5µM*
CC1=NN(C(N)=S)C(=O)C1N=Nc1cccc([N+](=O)[O-])c1 (centres undefined)	-3.0%
Clc1ccc(-c2ccc(SCc3ccccn3)nn2)cc1	-4.7%
COc1cc(/C=N/N=C(N)N)ccc1OCc1ccc(Cl)cc1	6.6%
O=C(NCc1ccccn1)c1ccc(Cn2cc(Br)cn2)o1	-3.2%
CC1(C)Cc2ccccc2C(/C(=N/O)C(N)=O)=N1	5.5%
CCCn1nc2cc(C(=O)NCc3ccc4c(c3)OCO4)ccc2c1OCC	1.2%
CCC1S/C(=C(\C#N)C(=O)NCc2ccco2)N(c2ccc(F)cc2)C1=O (centres undefined)	4.2%
O=C(CSc1nnc(Cc2ccc(Cl)cc2)o1)Nc1ccccc1	7.3%
Nc1nc(-c2ccco2)c(-c2ccco2)s1	7.0%
CCn1ncc(/C=C/C(=O)NCc2cn(C)nc2C)c1C	0.2%
COCCCN1C(=O)C(O)=C(C(C)=O)C1c1ccccn1 (centres undefined)	13.1%

Bioassay records deposited in PubChem by Southern Research Institute.
